aSyn yeast inh: qHTS of alpha-syn Inhibitors; Potency, µM (titrated, usually from 46.1 µM), inactives show at the highest dose growth rescue (activation), actives largely listed as activators; 370,000 tested, 0.14% active; Yeast expressing alpha-synuclein, growth rescue, BacTiter-Glo, 24 h; further: potency means the concentration at half of the fitted maximal effect; % of control where 0% means no effect; nearly all actives have a fitted effect of over 65% in size
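Galactose-induced alpha-syn yeast (OD600=0.02, raffinose-pregrown) + pinned cpd, 24 hr, 30 deg C; growth by BacTiter-Glo luminescence. Growth restoration scores as activation.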
D3 antag: qHTS of D3 Dopamine Receptor Antagonist: qHTS; 360,000 tested, 2.5% active; max response, negative = inhibition, %; D(3) dopamine receptor (Homo sapiens), P35462; D3R cells, DiscoveRx beta-arrestin luminescence, antagonist mode; stronger effect = lower value; in the data active means max response below about -50%; inconclusive means no clear call, values can overlap the other calls; further: on the % scale 0 is the no-effect control and ±100 the full control effect; mostly tested at two doses, the higher about 12 µM
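Cells expressing the human receptor were seeded at 1500 cells/well, incubated overnight at 37 degrees C in 5% CO2, then exposed to library compounds with dopamine controls for 90 minutes at 37 degrees C before luminescent detection.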
TDP-43 yeast inh: qHTS of TDP-43 Inhibitors; TDP-43 expressing yeast growth rescue, BacTiter-Glo, 24 h; Potency, µM (top dose mostly 46.1 µM), for inactives: at the highest dose growth rescue (activation), most hits filed as activators; 410,000 tested, 1.8% active; further: potency means the concentration at half of the fitted maximal effect; % of control where 0% means no effect; nearly all actives have a fitted effect of over 50% in size
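Growth rescue of TDP-43-toxic yeast measured as ATP luminescence (BacTiter-Glo). Cells grown to mid-log in raffinose, induced in galactose at OD600=0.02, exposed to compound 24 hr at 30 deg C.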
PTHR1 agonist: qHTS for PTHR1 Agonists: Primary Screen; Parathyroid hormone/parathyroid hormone-related peptide receptor (Homo sapiens), Q03431; HEK293 GP2 PTHR1 cells, GloSensor cAMP luminescence, 1 h; Potency, µM (highest dose often 115 µM), for inactives: at the top dose activation, hits mostly activators; 410,000 tested, 0.075% active; AID 743266, 2014; further: potency means the concentration at half of the fitted maximal effect; nearly all actives have a fitted effect of over 55% in size; some results filed as inactive show a strong effect at the top dose; inactives centre near -15; many of its hits are not listed in these tables
Target sequence (Q03431 whole entry, looked up): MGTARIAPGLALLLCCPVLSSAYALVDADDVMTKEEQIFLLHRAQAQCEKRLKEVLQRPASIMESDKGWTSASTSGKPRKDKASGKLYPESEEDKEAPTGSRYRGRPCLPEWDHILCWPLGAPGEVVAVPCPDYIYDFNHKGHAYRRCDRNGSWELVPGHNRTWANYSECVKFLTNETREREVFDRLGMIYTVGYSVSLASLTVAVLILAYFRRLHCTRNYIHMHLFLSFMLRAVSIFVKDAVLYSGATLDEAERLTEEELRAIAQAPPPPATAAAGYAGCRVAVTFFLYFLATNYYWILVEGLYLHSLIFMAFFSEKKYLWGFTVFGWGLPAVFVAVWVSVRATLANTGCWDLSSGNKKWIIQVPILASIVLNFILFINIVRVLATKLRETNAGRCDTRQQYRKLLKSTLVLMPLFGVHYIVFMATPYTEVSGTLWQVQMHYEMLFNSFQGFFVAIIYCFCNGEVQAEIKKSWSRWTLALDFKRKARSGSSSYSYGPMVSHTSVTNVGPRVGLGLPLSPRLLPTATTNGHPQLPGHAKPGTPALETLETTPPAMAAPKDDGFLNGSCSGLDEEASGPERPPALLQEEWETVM
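HEK-293-derived GP2 cells expressing PTHR1 and a GloSensor cAMP reporter, 3,000/well, plated overnight, given luciferin plus IBMX (each 0.5 mM as added) for 1 h at 37 °C, then compound for 1 h at 37 °C. Luminescence was read after 15 min at room temperature.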
GLP1R cytotox: qHTS of GLP-1 Receptor Inverse Agonists: Cytotox Screen | Potency, µM (top dose mostly 38.3 µM), for the others: at the top dose activity change, negative = inhibition, actives largely listed as inhibitors | 410,000 tested, 0.13% active | HEK293 cAMP-luciferase reporter cells, luminescence, 24 h | AID 624418, 2012;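 further: loss of luciferase light is scored as toxicity; potency means the concentration at half of the fitted maximal effect; on the % scale 0 is the no-effect control and ±100 the full control effect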
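Compound-treated cells are incubated 24 hr at 37 deg C under 5% CO2 after a 12 hour attachment period, then luciferase detection reagent is added and luminescence is measured following 12 min at room temperature; lowered signal indicates toxicity.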
KB-V1 MDR tox: qHTS assay for MDR1-selective chemotherapeutics: Primary screen using the drug-selected MDR subline cells KB-V1. KB-V1 MDR cells viability, CellTiter-Glo, 72 h. Potency, µM (series often up to 46.1 µM), without a hit: top-dose activity change, negative = cytotoxicity, actives largely listed as cytotoxic. 400,000 tested, 3.4% active; further: potency means the concentration at half of the fitted maximal effect; on the % scale 0 is the no-effect control and ±100 the full control effect; nearly all actives have a fitted effect of over 60% in size
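Cytotoxicity toward P-gp-expressing KB-V1 cells was determined as loss of CellTiter-Glo luminescence after 72 h at 37 degrees C. Compounds were tested in quantitative HTS format across a concentration range, with curves fitted to normalized data.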
GLP-1R agonist: qHTS of GLP-1 Receptor Agonists; HEK293 GLP-1R CRE-luciferase, luminescence, 4-6 h; cells express a hypersensitive GLP-1R form; AID 624172, 2012; Glucagon-like peptide 1 receptor (Homo sapiens), P43220; 380,000 tested, 0.007% active; Potency, µM (highest dose often 45.6 µM), inactives show at the highest dose activation, most hits filed as activators; further: potency means the concentration at half of the fitted maximal effect; % of control where 0% means no effect
Target sequence (P43220 whole entry, looked up): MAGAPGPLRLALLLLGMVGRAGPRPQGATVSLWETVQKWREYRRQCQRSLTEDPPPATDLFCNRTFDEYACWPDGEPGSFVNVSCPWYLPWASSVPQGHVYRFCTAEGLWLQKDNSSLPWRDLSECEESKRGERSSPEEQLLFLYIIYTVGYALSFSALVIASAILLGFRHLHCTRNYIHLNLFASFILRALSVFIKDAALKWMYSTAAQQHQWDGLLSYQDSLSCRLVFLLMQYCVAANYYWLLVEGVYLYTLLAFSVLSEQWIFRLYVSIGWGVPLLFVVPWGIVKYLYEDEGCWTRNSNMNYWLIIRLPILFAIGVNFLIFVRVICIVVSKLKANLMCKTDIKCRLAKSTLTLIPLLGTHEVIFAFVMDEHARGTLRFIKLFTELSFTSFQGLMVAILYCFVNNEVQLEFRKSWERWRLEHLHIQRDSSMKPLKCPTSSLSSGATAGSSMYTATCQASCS
D3 ag: qHTS of D3 Dopamine Receptor Agonist: qHTS. max activation, %. D3R DiscoveRx beta-arrestin cells, luminescence, 90 min. 410,000 tested, 0.58% active. D(3) dopamine receptor (Homo sapiens), P35462; in the data active means max activation above about 30%; further: 0% is about no effect; mostly tested at two doses, the higher about 12 µM
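Agonist mode: compounds and dopamine controls were applied to plated cells for 90 min at 37 degrees C after an overnight attachment at 1500 cells/well. Luminescent read-out followed 30 - 60 minutes at room temperature with DiscoveRx detection reagent.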
GLP1R inv ag: qHTS of GLP-1 Receptor Inverse Agonists (Inhibition Mode); Glucagon-like peptide 1 receptor (Homo sapiens), P43220; Potency, µM (top dose mostly 38.3 µM), without a hit: at the highest dose activity change, negative = inhibition, most hits filed as inhibitors; 410,000 tested, 1.6% active; AID 624417, 2012; HEK293 GLP-1R CRE-luciferase, luminescence, 24 h; GLP-1R form is constitutively active; further: potency means the concentration at half of the fitted maximal effect; on the % scale 0 is the no-effect control and ±100 the full control effect; nearly all actives have a fitted effect of over 55% in size
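Using stably transfected HEK293 (constitutively active GLP-1R, cAMP-luciferase reporter), compounds were incubated 24 hr and luciferase measured by luminescence.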
* marks the source's active call; other numbers are inactive results; i = inactive; u = inconclusive; x = not tested or not shown; & = joins results of further samples; [ ] = dose if it differs, or a comment. Unless noted, the call rests on the fitted dose curve; in most records, active means well fitted curve in the direction sought with a large enough effect; inconclusive means small, poorly fitted or top-dose-only effect, or another doubt; inactive means no such curve, though single readings can be large; an effect the other way counts as inactive or inconclusive. These rows are one share of the data; count on the stated rates, not on these rows.

smiles | aSyn yeast inh | D3 antag | TDP-43 yeast inh | PTHR1 agonist | GLP1R cytotox | KB-V1 MDR tox | GLP-1R agonist | D3 ag | GLP1R inv ag
COc1cc(SSc2cc(OC)cc([N+](=O)[O-])c2N)c(N)c([N+](=O)[O-])c1 | -38%[inhibitor] | -77* | u | -29% | 0% | u | 20% | -25 | u
CCOC(=O)C1(CC2CCCCO2)CCN(C(=O)Nc2cccc(SC)c2)CC1 (stereo not given) | 1% | -1 | 16% | -6% | -2% | u | 16% | 5 | u
COc1ccc(C)cc1NC(=O)c1oc2ccc(S(=O)(=O)N(C)C3CCCCC3)cc2c1C | x | x | 18% | -8% | -2% | x | x | 14 | 5%
CCCCN(CC)C(=O)Cn1ncc2c3ccccc3n(CCC)c2c1=O | -4% | -12 | -16%&13% | -17% | -5%&1% | u | 14% | -17&-22 | u
O=C(CCCCCN1C(=O)c2ccccc2C1=O)NC1CCCC1 | -2% | 13 | -4% | -22% | 1% | 7% | 2% | -5 | -6%
CC(=O)c1cccc(-n2nnnc2SCC(=O)NNC(=O)C(C)C)c1 | -2% | 3 | 8% | i | 9% | 14% | 4% | -4 | 8%
C=CCn1c(N)cc(=O)nc1SCC(=O)Nc1ccccc1C(N)=O | 0% | 16 | -3% | -13% | 1%[7.66 µM] | -6% | -2% | 1 | 11%[7.66 µM]
CCOc1ccc(CC(=O)N2CCN=C2SC)cc1 | 6% | u | -19% | -16% | 10% | -20% | 5% | -2 | 74%[activator]
CCc1ccc(-c2nc3c(c(SCc4ccccc4F)n2)Cc2c(CO)cnc(C)c2O3)cc1 | x | x | 15% | -7% | 4% | 9% | x | 6 | 6%
Cc1cc([N+](=O)[O-])ccc1-c1ccc(C2Nc3ccccc3C(=O)N2O)o1 (stereo not given) | u | 40 | u | 5%[57.5 µM] | u | -3% | 1% | 17 | -6%
Cc1ccc(C)c(CSC2=NCCN2C(=O)Cc2ccc([N+](=O)[O-])cc2)c1 | -7% | -61* | -3% | -10% | -4% | u | 3% | -8 | u
Cc1cccc(NS(=O)(=O)c2ccc3[nH]c(=O)cc(C(=O)O)c3c2)c1 | 17% | -11 | 7% | i | -4% | 1% | -1% | 5 | 9%
CC(=O)Nc1ccc(S(=O)(=O)N(C)c2ccc(OCCOc3ccccc3F)cc2)cc1 | 2% | u | -19% | i | -8% | -13% | 7% | -7 | 8%
CCCOC1CCCN(C(=O)c2cc(COc3cncc(Cl)c3)on2)C1 (stereo not given) | 7% | 21 | 26% | -23% | 3% | -7% | 17% | 9 | -26%
CC(NC(=O)COC(=O)CN1C(=O)c2ccccc2C1=O)c1ccccc1 (stereo not given) | 11% | 6 | 14% | i | -1% | -2% | 36% | -3 | 7%
CCCCC(=O)N(C)c1c(CC)nc2c(OCc3ccc(Cl)cc3Cl)cccn12 | 12% | -64* | 16% | -37%[inhibitor] | -18% | 16µM* | 19% | -14 | u
O=C(CCn1c(=O)sc2ccccc21)NCc1ccco1 | -2% | -4 | -4% | i | 22% | 8% | 0% | -21 | 10%
CN(C)C(=S)SCC(=O)NC(=O)NC(C)(C)C | -4% | -11 | -5% | i | 3% | 0% | 8% | 1 | 1%
COc1ccc(NC(=O)c2cc(S(=O)(=O)N3CCCC(C)C3)cn2C)c(OC)c1 (stereo not given) | x | x | u | 0% | -5% | -27% | 5% | 5 | -13%
C#Cc1ccc([C@H]2C=C(C(=O)O)O[C@@H](OCc3ccc(CO)cc3)C2)cc1 | -2% | -21 | -1% | -7% | 1% | -3% | 3% | -4 | 11%
Cn1c(=O)c2cc(NC(=O)CCc3ccc4c(c3)OCO4)ccc2n1Cc1ccc(F)cc1 | -1% | 18 | 25% | -55%[inhibitor] | -20% | -8% | 10% | 11 | u
CN(Cc1ccccc1)S(=O)(=O)c1nnc(NC(=O)c2cccc(Cl)c2)s1 | x | x | -3% | -29% | -5% | x | x | -16 | -14%
Cc1ccc(C(=O)N2CCN(Cc3ccccc3)CC2)cc1S(=O)(=O)N1CCOCC1 | 3% | -12 | 14% | -16% | 4% | -22% | -4% | 1 | -8%
COc1cc(OC)cc(C(=O)Nc2ccc(NC(=O)c3ccco3)c(Cl)c2)c1 | -2% | 8 | -1%[9.22 µM] | -11% | u | u | 0% | -6 | 4%
COc1ccc(NC(=O)COc2ccc3oc(=O)cc(C)c3c2)cc1 | -6% | 5 | 12% | i | -9% | 0% | -1% | 6 | 9%
CC(=O)c1cccc(NC(=O)C(C)OC(=O)C2CCC2)c1 (stereo not given) | -2% | -7 | 3% | 3% | 1% | u | -4% | -15 | -1%
O=C(COC(=O)c1cc(Cl)ccc1[N+](=O)[O-])Nc1cccc2ccccc12 | -2% | u | 20µM* | i | -1% | u | -3% | -4 | -17%
Cc1ccccc1-c1noc(-c2ccccc2C(=O)N2CCCC2)n1 | 16% | 16 | 24% | -12% | 3% | u | 23% | -5 | u
COC(=O)c1ccc(NC(=O)CSc2ccc(-c3sc(-c4ccccc4)nc3C)nn2)cc1 | x | x | 22% | -50%[inhibitor] | -5% | x | x | 10 | 17%
COC(=O)CCC[C@H]1CC2(C[C@H](CCCO[Si](C)(C)C(C)(C)C)N1C(=O)OC(C)(C)C)OCCO2 | -1% | -4 | -7% | -34%[inhibitor] | 8% | u | 7% | -28 | 11%
O=C(c1ncn[nH]1)N1CCN(c2nc(-c3ccccc3)cs2)CC1 | 4% | 19 | 20% | -1% | 0% | -16% | -5% | 7 | -16%
COc1cc(C2=NOC(C(=O)Nc3cc(C)on3)C2)cc(OC)c1OC (stereo not given) | 4% | 4 | 9% | i | -1% | u | -3% | 5 | 3%
Cc1n(Cc2ccccc2)c2ccccc2[n+]1Cc1ccccc1 | -3% | -9 | -2% | -37% | -3% | -18% | -7% | -7 | -23%
CC(=O)Nc1ccc2nc(CN3CCN(Cc4ccc(F)cc4)C(CCO)C3)ccc2c1 (stereo not given) | -1% | -5 | 8% | 12% | -10% | u | 9% | -5 | 5%
CCc1ccc(OC(C)C(=O)N(Cc2ccccc2)C2CCS(=O)(=O)C2)cc1 (stereo not given) | 13% | -10 | -7% | -2% | -3% | u | 11% | -6 | u
CCOC(=O)CN1C(=O)c2ccccc2C1=O | -4% | 0 | -2% | i | 0% | u | 11% | -1 | -7%
Cc1ccc(NC(=O)CN2C(=O)NC3(CCC(C)CC3)C2=O)c(Cl)c1 (stereo not given) | -9% | 16 | -17% | i | -10% | 18µM* | -14% | -1 | u
CC(C)c1ccc(NC(=O)Cc2ccc(NC3=NC4CS(=O)(=O)CC4S3)cc2)cc1 (stereo not given) | -2% | 4 | 1% | -2% | 5% | 12% | -6% | -7 | 13%
CCn1c2ccccc2c2cc(NC(=O)c3cccc([N+](=O)[O-])c3)ccc21 | -14% | 4 | u | -1% | -22% | -5% | 15% | -1 | u
Cc1ccc(CNC(=O)COc2ccc3c(c2)CCC3)cc1 | 3% | 8 | -10% | i | 3% | -9% | -1% | -13 | 36%[activator]
O=C(CCN1C(=O)C2CC=C(Cl)CC2C1=O)NCc1ccccc1 (stereo not given) | -3% | 23 | 12% | -18%[57.5 µM] | -7% | u | -1% | -2 | 28%
Cc1ccc(S(=O)(=O)N2CC(C(=O)O)=CC[C@H]2c2ccc3c(c2)OCO3)cc1 | 0% | -5 | -4% | 8% | 8% | -1% | -1% | 3 | 2%
CC(=O)c1ccc(S(=O)(=O)Nc2ccc(-c3ccc4nncn4n3)cc2)cc1 | 1% | 7 | 3% | i | 4% | 0% | 9% | -2 | 62%[activator]
Cc1cccc(NC(=O)Nc2ccc(S(=O)(=O)Nc3onc(C)c3C)cc2)c1 | 1% | 19 | 26% | -1% | -17% | 25% | 6% | -1 | 5%
CCOc1ccc(NS(=O)(=O)c2cc(NC(=O)CCC(=O)c3cccs3)ccc2Cl)cc1 | 7% | -7 | -7% | i | -30% | 0% | 11% | -10 | 10µM*
CCNc1nc(NCC)nc(N/N=C/c2ccc(N(C)C)cc2)n1 | -2% | -4 | -17% | -20% | u | -19% | 4% | -10 | u
COc1ccc(-c2nc(-c3ccc(Br)o3)no2)cc1OC | -15% | -4 | 11% | -12% | 2% | 18% | -8% | -3 | 4%
Cc1ccc(-c2csc3nc[nH]c(=S)c23)cc1C | u | 0 | 25µM* | -32%[inhibitor] | u | 13µM* | 4% | 0 | u
COc1ccccc1CCNC(=O)NC1CCCCC1 | 6% | 3 | 14% | -15% | -15% | -5% | 4% | 7 | 19%
CCOCCn1ccc2c(OCC(=O)Nc3ccccc3OC)cccc2c1=O | -4% | 33 | 3% | i | -1% | u | u | 14 | 17%
Cc1cc(Cl)ccc1OCC(=O)Nc1nc(-c2cccnc2)cs1 | 11% | 7 | 11% | i | -24% | -1% | -2% | 5 | 5%
O=C(Nc1ccc(OC(F)(F)F)cc1)c1ccccc1-n1cnnn1 | -6%[1.84 µM] | -3 | 6% | -12% | -12% | 0% | 16% | 1 | -14%
Cc1cc2oc(=O)cc(CN3CCCCC3)c2cc1C | -5% | u | -6% | -13% | 5% | 20% | 1% | -13 | 1%
CCCCC(=O)Nc1nc2c(s1)COc1ccccc1-2 | -3% | -10 | 9% | -50%[inhibitor] | 2% | -2% | 4% | -3 | u

Looked up above:
In aSyn yeast inh, `COc1ccc(-c2nc(-c3ccc(Br)o3)no2)cc1OC` is entered as -15%
In TDP-43 yeast inh, `COc1ccccc1CCNC(=O)NC1CCCCC1` is entered as 14%

Screening data deposited in PubChem by National Center for Advancing Translational Sciences (NCATS).
